USP7 block: inhibitors of human USP7 deubiquitinase. Ubiquitin carboxyl-terminal hydrolase 7 (Homo sapiens), Q93009. purified USP7, Ub-rhodamine cleavage fluorescence. inhibition, % at 20 µM. 0.3% of 47,000 active. AID 1645854, 2021
Target sequence (Q93009 whole entry, looked up): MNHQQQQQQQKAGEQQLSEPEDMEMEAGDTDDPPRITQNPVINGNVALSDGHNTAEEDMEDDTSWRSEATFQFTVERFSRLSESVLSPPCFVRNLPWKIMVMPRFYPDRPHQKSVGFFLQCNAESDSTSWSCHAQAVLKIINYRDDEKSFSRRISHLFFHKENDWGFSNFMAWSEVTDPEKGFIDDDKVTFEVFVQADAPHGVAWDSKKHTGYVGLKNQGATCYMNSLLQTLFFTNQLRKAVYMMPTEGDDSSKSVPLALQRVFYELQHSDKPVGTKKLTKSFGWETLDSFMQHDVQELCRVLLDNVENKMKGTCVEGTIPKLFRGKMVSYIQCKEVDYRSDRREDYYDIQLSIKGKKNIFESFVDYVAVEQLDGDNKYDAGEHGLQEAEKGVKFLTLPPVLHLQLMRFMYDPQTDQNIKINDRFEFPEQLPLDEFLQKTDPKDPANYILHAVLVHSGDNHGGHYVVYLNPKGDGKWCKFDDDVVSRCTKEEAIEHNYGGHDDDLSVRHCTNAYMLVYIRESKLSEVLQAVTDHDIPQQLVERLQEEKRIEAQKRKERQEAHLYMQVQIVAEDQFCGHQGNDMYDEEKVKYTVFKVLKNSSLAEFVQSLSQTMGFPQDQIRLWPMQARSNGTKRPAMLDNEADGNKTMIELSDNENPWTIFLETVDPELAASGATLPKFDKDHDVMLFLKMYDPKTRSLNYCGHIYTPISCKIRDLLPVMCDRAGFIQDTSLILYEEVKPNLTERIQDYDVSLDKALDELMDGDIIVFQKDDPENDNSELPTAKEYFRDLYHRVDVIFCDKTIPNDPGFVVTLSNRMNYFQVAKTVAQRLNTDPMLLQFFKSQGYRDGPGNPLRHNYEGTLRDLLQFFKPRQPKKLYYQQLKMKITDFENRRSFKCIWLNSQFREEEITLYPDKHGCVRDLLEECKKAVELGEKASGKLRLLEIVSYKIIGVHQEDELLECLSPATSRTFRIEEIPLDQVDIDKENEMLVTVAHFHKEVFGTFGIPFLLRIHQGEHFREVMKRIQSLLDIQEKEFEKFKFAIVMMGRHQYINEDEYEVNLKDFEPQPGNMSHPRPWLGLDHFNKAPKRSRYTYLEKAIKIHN
OTUD3 inh: inhibitors of human OTUD3 deubiquitinase | purified OTUD3, Ub-rhodamine fluorescence, 2 h | inhibition, % at 25 µM | 0.7% of 47,000 active | AID 1645858, 2021
USP8 inh: inhibitors of human USP8 deubiquitinase; Ubiquitin carboxyl-terminal hydrolase 8 (Homo sapiens), P40818; inhibition, % at 20 µM; purified USP8, Ub-rhodamine cleavage fluorescence, 30 min; AID 1645853, 2021; 4.2% of 47,000 active
USP28 block: inhibitors of human USP28 deubiquitinase; Ubiquitin carboxyl-terminal hydrolase 28 (Homo sapiens), Q96RU2; 3% of 47,000 active; inhibition, % at 25 µM; purified USP28, Ub-rhodamine cleavage fluorescence, 30 min
USP30 block: inhibitors of human USP30 deubiquitinase; purified USP30, Ub-rhodamine cleavage fluorescence; inhibition, % at 25 µM; 5.3% of 47,000 active
USP17 block: inhibitors of human USP17 deubiquitinase. Ubiquitin carboxyl-terminal hydrolase 17-like protein 5 (Homo sapiens), A8MUK1. purified USP17, Ub-rhodamine cleavage fluorescence, 3 h. inhibition, % at 50 µM. 6.5% of 47,000 active. AID 1645855, 2021
USP10 block: inhibitors of human USP10 deubiquitinase; AID 1645856, 2021; inhibition, % at 20 µM; 1.1% of 47,000 active; Ubiquitin carboxyl-terminal hydrolase 10 (Homo sapiens), Q14694; purified USP10, Ub-rhodamine fluorescence, 60 min
UCHL1 inh: inhibitors of human UCHL1 deubiquitinase; Ubiquitin carboxyl-terminal hydrolase isozyme L1 (Homo sapiens), P09936; purified UCHL1, Ub-rhodamine cleavage fluorescence; inhibition, % at 20 µM; 0.2% of 47,000 active
An asterisk follows results filed as active; i = inactive; . = no result given. No stated cut-off is given here; in the data, active means inhibition above about 30%; inactive means the rest. No enrichment for hits; overall some 13% were active at least once.

The first 8 compounds as a preview:
SMILES | USP7 block | OTUD3 inh | USP8 inh | USP28 block | USP30 block | USP17 block | USP10 block | UCHL1 inh
CC(=O)N1c2ncnn2C(c2ccc(Cl)cc2)CC1c1ccc(Cl)cc1 (centres undefined) | -5.8 | 1.3 | 0.1 | -0.1 | 0.1 | -2.7 | -1.6 | 4.7
Cc1cccc(-c2cc(CC3(C(=O)O)CCCN(C(=O)C4CCCC4)C3)on2)c1 (centres undefined) | -1.6 | -7.1 | -2.8 | -6.3 | -2.6 | 11.1 | 2.0 | -6.0
CC(Sc1nnc2ccccn12)C(=O)Nc1cccc([N+](=O)[O-])c1 (centres undefined) | -0.4 | 1.5 | 0.2 | . | . | -3.9 | 2.1 | 0.3
C[C@]12C(=O)N(c3ccc(C(=O)Nc4ccc(F)cc4F)cc3)C(=O)N1CCc1c2[nH]c2ccccc12 | 3.7 | -5.0 | -14.1 | -14.1 | -81.4 | -0.2 | -2.6 | -4.8
Fc1ccc(CN2CCC[C@H](Cn3nnc(-c4ccccn4)n3)C2)cc1F | -3.5 | 13.7 | -1.8 | 2.4 | -8.6 | 2.7 | 5.6 | 2.4
CC1=C(C(=O)NCc2ccccc2)C(c2ccccc2F)n2ncnc2N1 (centres undefined) | 0.1 | -6.9 | -13.7 | -14.6 | -22.1 | -12.4 | -1.3 | -1.8
CC(CC(=O)N1CCc2ccccc21)S(=O)(=O)c1ccc2c(c1)NC(=O)CCS2 (centres undefined) | -4.0 | -4.1 | -11.1 | 3.8 | -12.0 | 8.2 | -1.0 | -0.5
Cc1ccc(NC(=O)COc2ccc(-c3nc(C(C)C)no3)cc2)c(F)c1 | 5.3 | 9.6 | 21.5 | 6.1 | 31.5* | 37.1* | 11.6 | -1.0

This part in full, from the first entry:
SMILES | USP7 block | OTUD3 inh | USP8 inh | USP28 block | USP30 block | USP17 block | USP10 block | UCHL1 inh
CC(=O)N1c2ncnn2C(c2ccc(Cl)cc2)CC1c1ccc(Cl)cc1 (centres undefined) | -5.8 | 1.3 | 0.1 | -0.1 | 0.1 | -2.7 | -1.6 | 4.7
Cc1cccc(-c2cc(CC3(C(=O)O)CCCN(C(=O)C4CCCC4)C3)on2)c1 (centres undefined) | -1.6 | -7.1 | -2.8 | -6.3 | -2.6 | 11.1 | 2.0 | -6.0
CC(Sc1nnc2ccccn12)C(=O)Nc1cccc([N+](=O)[O-])c1 (centres undefined) | -0.4 | 1.5 | 0.2 | . | . | -3.9 | 2.1 | 0.3
C[C@]12C(=O)N(c3ccc(C(=O)Nc4ccc(F)cc4F)cc3)C(=O)N1CCc1c2[nH]c2ccccc12 | 3.7 | -5.0 | -14.1 | -14.1 | -81.4 | -0.2 | -2.6 | -4.8
Fc1ccc(CN2CCC[C@H](Cn3nnc(-c4ccccn4)n3)C2)cc1F | -3.5 | 13.7 | -1.8 | 2.4 | -8.6 | 2.7 | 5.6 | 2.4
CC1=C(C(=O)NCc2ccccc2)C(c2ccccc2F)n2ncnc2N1 (centres undefined) | 0.1 | -6.9 | -13.7 | -14.6 | -22.1 | -12.4 | -1.3 | -1.8
CC(CC(=O)N1CCc2ccccc21)S(=O)(=O)c1ccc2c(c1)NC(=O)CCS2 (centres undefined) | -4.0 | -4.1 | -11.1 | 3.8 | -12.0 | 8.2 | -1.0 | -0.5
Cc1ccc(NC(=O)COc2ccc(-c3nc(C(C)C)no3)cc2)c(F)c1 | 5.3 | 9.6 | 21.5 | 6.1 | 31.5* | 37.1* | 11.6 | -1.0
Cc1nc(N)ncc1C(=O)N1CCCC(C)(C(=O)NC2CCCC2)C1 (centres undefined) | 1.6 | -0.2 | 4.8 | 3.8 | -4.0 | -0.9 | -1.0 | -2.1
CC1=CSC2=NC(=O)/C(=C/c3cc(C)n(-c4cccc(Cl)c4)c3C)C(=N)N12 | -36.1 | -2.8 | -24.8 | . | . | -175.7 | -3.7 | -27.1
CCN1CCc2nc(NC(=O)COc3ccc4ccccc4c3)sc2C1 | -5.5 | -12.8 | -30.8 | -4.0 | -26.0 | -12.2 | -16.9 | -6.8
FCCCOc1ccc(-c2nccc(-c3ccccn3)n2)cc1 | 2.7 | -10.2 | 0.0 | -15.1 | -27.3 | -10.4 | -0.8 | 4.6
Cc1cccc(CN2Cc3ccnn3CC(c3nc(C)no3)C2)n1 (centres undefined) | -0.5 | -4.9 | -55.8 | -5.3 | -58.9 | -26.8 | 1.6 | -2.7
O=S(=O)(Nc1cc(F)ccc1F)c1ccc(-n2cccn2)cc1 | 4.9 | 1.2 | 7.0 | 7.0 | 0.2 | 0.8 | 5.2 | 1.7
C=CCc1c(C)nc(N2CCSCC2)[nH]c1=O | 4.4 | 11.0 | -47.5 | 10.2 | 11.3 | 4.4 | 0.0 | 4.1
COc1ccc(NC(=O)CN(C)C(=O)c2ccc3c(c2)nnn3C)cc1 | 8.6 | 13.0 | 13.1 | 10.7 | 23.7 | 11.3 | 2.4 | 2.4
c1cc(CN2CCC[C@H]2c2nc(-c3ccc(-c4cncnc4)nc3)no2)ccn1 | -57.5 | -3.8 | 10.3 | -6.7 | -89.9 | -13.3 | -0.4 | 2.9
Cc1ccc(S(=O)(=O)N2CCN(c3cc(-c4ccncc4)[nH]n3)CC2)cc1F | 2.2 | 3.8 | -52.2 | 5.5 | 2.0 | . | -1.7 | 3.7
COc1cc(-c2cc(C(=O)Nc3cc(C)[nH]n3)c3ccccc3n2)cc(OC)c1OC | 7.4 | -3.0 | -131.8 | 2.2 | 51.3* | 38.8* | -0.7 | 7.1
CSc1nc(SCCc2ccccc2)c2c3c(sc2n1)COC(C)(C)C3 | 3.6 | 8.6 | 5.8 | 5.6 | 22.1 | 8.2 | 3.5 | 2.1
O=C(O)c1ccc(CN2CCc3ccccc3C2)o1 | 0.3 | -24.2 | -5.6 | -9.1 | -40.5 | -10.5 | -3.2 | -3.6
CCN[C@H]1C[C@@H](c2ccccc2)OC2(CCN(C3CCCC3)CC2)C1 | 0.9 | 1.9 | -1.2 | . | . | -1.1 | 1.0 | 2.2
Cc1ccc(C(=O)N2CCCC(Cc3cncc(-c4cnc(C)n4C)n3)C2)cn1 (centres undefined) | -0.1 | 2.5 | 1.6 | -9.2 | -14.4 | -8.2 | 0.9 | -1.1
Cc1ccc(CNC(=O)CCc2nc3c(C)nn(-c4ccccc4)c3n(C)c2=O)cc1 | -11.0 | -4.2 | -15.2 | -1.0 | -2.2 | -1.8 | -2.7 | -0.8
CC(C)C(=O)N1CCc2cc(-c3csc(NC(=O)CN4CCCCC4)n3)ccc21 | -8.2 | -17.9 | -61.0 | -13.9 | -56.6 | -12.5 | -10.1 | -13.4
COc1ccc(CNCc2cc3c(C)nn(-c4ccccc4)c3[nH]c2=O)cc1 | 7.5 | 4.9 | 64.5* | 11.2 | -17.4 | . | 4.1 | -0.5
Cc1nc2ccn(Cc3ccco3)c(=O)c2cc1C(=O)NCCCc1ccco1 | -2.3 | -3.7 | 12.4 | -5.5 | -85.2 | -5.5 | -6.1 | -2.1
CCCc1nc2sc3c(SCCc4ccccc4)ncnc3c2c2c1COC(C)(C)C2 | -1.6 | -0.3 | 7.2 | -11.3 | 0.0 | 3.8 | -0.2 | -2.6
Cn1ccnc1C(NC(=O)c1ccncc1)c1ccc(F)c(F)c1 (centres undefined) | -1.1 | -12.3 | -9.3 | -14.7 | -40.4 | -16.8 | -4.3 | -4.1
CC(=O)Nc1ccc(NC(=O)C2CCC(CNS(=O)(=O)c3ccc(F)cc3)CC2)cc1 (centres undefined) | 7.3 | 12.6 | 24.8 | 17.9 | 31.1* | 8.7 | 9.6 | -2.3
CCCN1CCN(C(=O)c2cc(NC(=O)C3CCC3)cc3nc(C)ccc23)CC1 | -156.3 | -215.1 | -254.9 | -268.2 | i | -174.6 | -7.4 | -152.6
Cc1nc(C2CN(C(=O)Cc3c(C)n[nH]c3C)CCO2)cc(=O)[nH]1 (centres undefined) | 4.5 | 2.3 | 4.5 | 3.1 | 9.5 | 6.2 | 1.1 | 0.0
COc1cccc(C(=O)OCC(=O)Nc2ccc(C)c(S(=O)(=O)N3CCCCC3)c2)c1OC | 7.8 | 15.0 | 13.9 | 16.0 | 11.1 | 7.5 | 6.8 | 7.2
O=C(COC(=O)c1cc2ccccc2oc1=O)Nc1ccc(Cl)cc1F | -0.3 | -7.5 | 1.6 | -3.6 | 0.3 | 27.8 | 8.6 | -1.2
O=C(Nc1ccc(-c2nc3ccccc3[nH]2)cc1)c1cccc(-n2cnnc2)n1 | -0.1 | -7.8 | -1.5 | -1.5 | -39.2 | -15.1 | -1.3 | -2.9
Cc1nnc2ccc(S(=O)(=O)N(Cc3ccccc3)c3ccccc3)cn12 | -11.7 | -14.1 | -234.3 | -15.3 | -66.3 | -35.7 | -4.4 | -5.8
O=C(CCCn1c(=O)[nH]c2cc(Cl)ccc2c1=O)N1CCc2ccccc2C1 | -11.0 | 13.2 | 69.1* | 5.2 | 26.1 | 54.9* | 4.3 | 1.3
Cc1cc(C)cc(C(=O)N2CCc3c(c(-c4nc(Cc5ccccc5)no4)nn3C)C2)c1 | 0.4 | -5.0 | -10.7 | 5.2 | -16.5 | -19.9 | 0.1 | -0.2
CCC(=O)N1c2ccc(S(=O)(=O)N3CCOCC3)cc2CC1C (centres undefined) | -0.6 | 0.9 | -17.7 | 1.3 | -5.4 | -4.1 | -0.6 | -0.9
CCN1C(=O)c2c(C(=O)NC3CC3)ncn2CC1(C)C(=O)NCc1ccc(OC)cc1 (centres undefined) | -2.6 | 6.2 | -33.7 | -3.2 | -2.8 | 0.1 | -1.6 | -0.9
Cc1nccn1-c1cc(N2CCCC2)nc2ccnn12 | -3.6 | -10.6 | -5.9 | -10.8 | -49.4 | -15.8 | -6.0 | -7.4
Cc1nc2nc3ccccc3n2c(C)c1C/C=C/c1ccccc1 | 6.9 | 24.9 | 25.4 | 13.0 | 27.5 | 15.1 | 4.0 | 3.8
CC1(C)Cc2nc(-c3ccccc3)nc(SCC(=O)Nc3cccc4ccccc34)c2CO1 | 3.2 | -6.6 | 4.9 | -9.4 | -6.8 | 5.0 | 0.6 | -0.8
COc1cc(OC)cc(-n2c(=O)c3sccc3n(CC(=O)Nc3ccc(C)cc3)c2=O)c1 | 7.0 | 4.5 | 2.4 | 8.1 | 19.6 | 62.0* | 15.7 | 1.9
O=C(c1ccc(F)cc1)N1CCC[C@H](Cn2nnc(-c3cnccn3)n2)C1 | 0.6 | 2.0 | 3.3 | -12.1 | 2.7 | -1.4 | -1.5 | -3.1
CC(NC(=O)Cc1nnc(-c2cnccn2)o1)c1ccc(F)cc1 (centres undefined) | 0.8 | 0.8 | -5.9 | -0.1 | -0.6 | -1.6 | 3.2 | -0.3
CCOC(=O)CSc1ncnc2c1sc1nc(-c3ccccc3)c3c(c12)CCC3 | -25.5 | -21.7 | -7.7 | -28.0 | -92.4 | -51.5 | -3.9 | -23.2
COc1cccc(NC(=O)C(OC(=O)c2ccc3c(=O)n4c(nc3c2)CCCCC4)c2ccccc2)c1 (centres undefined) | 1.1 | -12.7 | -57.3 | -22.2 | -68.5 | -44.4 | -8.0 | -3.0
Cc1c(C(=O)Nc2cccc(C(F)(F)F)c2)cnn1-c1ccccn1 | -2.7 | -6.8 | 3.4 | 13.7 | 24.3 | 55.2* | 0.3 | 4.7
CCc1cc(C(c2ccccn2)N2CCN(C)CC2)c(NC(=O)c2ccccc2)s1 (centres undefined) | -8.3 | 7.6 | 3.4 | 11.8 | 14.8 | 19.4 | -6.3 | 1.1
Cc1nn(-c2ccc(F)cc2)c2c1C(C(=O)c1ccc3c(c1)OCCO3)CC(=O)N2 (centres undefined) | 5.3 | 6.4 | 4.1 | 6.9 | 8.9 | -0.1 | 3.6 | 3.7
Cc1ccc(NC(=O)c2ccc(CNC(=O)c3ccccc3)o2)c(C)c1 | 2.2 | -1.9 | -7.4 | -7.4 | -2.3 | -5.4 | 2.8 | 1.6
COc1ccc(C(CNc2ncnc3sccc23)N(C)C)cc1OC (centres undefined) | 1.3 | 8.1 | 8.4 | 9.3 | -24.1 | 4.8 | -5.8 | -0.7
Cc1cc2c(cc1S(=O)(=O)N1CCC(C(=O)N(C)Cc3ccco3)CC1)OCC(=O)N2 | 0.2 | 6.3 | 1.6 | 6.9 | 26.1 | . | 0.2 | 2.5
Cn1cc(S(=O)(=O)Nc2cnn(Cc3cccc(Cl)c3)c2)cn1 | -3.2 | 11.5 | 77.0* | 7.7 | 8.5 | 31.2* | 3.5 | 5.7
Cc1cccc2nc(CSc3nc4ccc([N+](=O)[O-])cc4[nH]3)cn12 | 10.6 | 9.1 | 62.5* | 2.7 | 7.8 | 0.0 | 60.5* | 4.6

Fetched one by one from the entries so far (2):
SMILES | USP7 block | OTUD3 inh | USP8 inh | USP28 block | USP30 block | USP17 block | USP10 block | UCHL1 inh
Cc1ccc(NC(=O)c2ccc(CNC(=O)c3ccccc3)o2)c(C)c1 | 2.2 | -1.9 | -7.4 | -7.4 | -2.3 | -5.4 | 2.8 | 1.6
Cn1cc(S(=O)(=O)Nc2cnn(Cc3cccc(Cl)c3)c2)cn1 | -3.2 | 11.5 | 77.0* | 7.7 | 8.5 | 31.2* | 3.5 | 5.7
